# VEEV TC-83 Vero: inhibitors of VEEV TC-83 cytopathic effect, confirmation, Vero cells (AID 588727); Vero cells, VEEV TC-83 cytopathic effect inhibition; higher % means a stronger effect; 350,000 tested, 0.13% active; inhibition, % at 20 µM, or IC50 in µM where a hit was titrated; in the data active means a potency from the dose series; inconclusive means inhibition mostly from about 14% at the one dose, without a potency; inactive means the rest, 99 in 100 with inhibition below about 12%; further: strong numbers were not always called active
# Salmonella PhoP GFP: PhoP regulon inhibitors, Salmonella typhi PhoP promoter GFP reporter, confirmatory (AID 1850); inhibition, % at 50 µM, or IC50 in µM where a hit was titrated; 310,000 tested, 0.33% active; Salmonella Typhi PhoP-promoter GFP reporter, fluorescence, 4 h; higher % means a stronger effect; in the data active means a potency from the dose series; inconclusive means inhibition mostly from about 25% at the one dose, without a potency; inactive means the rest, 99 in 100 with inhibition below about 19%;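 further: 0% = induced wells with vehicle and 100% = uninduced wells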
# H37Rv inhibition: M. tuberculosis growth inhibition, HTS (AID 449762); 330,000 tested, 0.59% active; M. tuberculosis H37Rv growth inhibition, 7H9 media; higher % means a stronger effect; inhibition, % at 25 µM; hits with a dose series show IC50 in µM; in the data active means a potency from the dose series; inconclusive means inhibition above about 70% without an active follow-up result;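 further: bacterial growth assessed after seven days of incubation; strong numbers were not always called active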
# H1N1 NS1A inhibition: H1N1 influenza NS1A inhibitors, functional cell based assay (AID 504329); NS1A functional cell-based assay, percent inhibition; higher % means a stronger effect; inhibition, % at 12.5 µM, or IC50 in µM where a hit was titrated; 340,000 tested, 0.3% active; in the data active means a potency from the dose series; inconclusive means inhibition above about 27% without an active follow-up result; further: strong numbers were not always called active
# M. tuberculosis: growth inhibition of non-replicating M. tuberculosis (AID 488890). inhibition, % at 25 µM; hits with a dose series show IC50 in µM. Mycobacterium tuberculosis non-replicating, growth inhibition; higher % means a stronger effect. 320,000 tested, 0.39% active; in the data active means a potency from the dose series; inconclusive means inhibition mostly from about 82% at the one dose, without a potency; inactive means the rest, 99 in 100 with inhibition below about 76%;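 further: plate controls were DMSO cells for no effect and high antibiotic wells for full effect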
# VEEV TC-83 Vero 10K pilot screen: further read-out of VEEV TC-83 Vero, marked with its call; inhibition, %; measured here: 10K pilot screen inhibition
# Starred values were filed as active, the others as inactive; i = inactive; ? = inconclusive; . = no result given.
SMILES,VEEV TC-83 Vero,Salmonella PhoP GFP,H37Rv inhibition,H1N1 NS1A inhibition,M. tuberculosis,others
O=C(c1ccc(S(=O)(=O)N2CCCCC2)cc1)c1nnc(-c2ccc(Cl)cc2)o1,1.6%,.,.,-9%,.,VEEV TC-83 Vero 10K pilot screen=1.4
Cc1ccc(OCC(=O)OCC(=O)N2c3ccccc3CC2C)cc1C (stereo not drawn),0.5%,.,5%,4%,78%,
CCOC(=O)N1CCN(C(=O)CSCc2ccc(Cl)cc2)CC1,1.8%,12%,1%,1%,50%,
CC(C)OC(=O)CN1CCN(c2ccc(Cl)cc2)CC1,i,-3%,-7%,-3%,56%,
CC(Oc1ccc(Cl)cc1Cl)C(=O)NNC(=O)C(=O)N1CCCC1 (stereo not drawn),0.7%,5%,6%,-8%,?,
O=C(O)c1csc(-c2ccc(Cl)cc2)n1,1.5%,26%,26%,-6%,13%,
OCCCCNCc1ccc(OCc2ccccc2)cc1,i,-5%,-8%,-1%,4%,
Cc1ccc(NC(=O)CCSc2nnnn2-c2ccc3c(c2)OCO3)cc1C,3.0%,12%,-2%,2%,77%,
O=C(c1ccc(Cl)cc1)N1CCC(O)(CSc2ccc(Cl)cc2)CC1,1.9%,7%,1%,2%,28%,
CCOC(=O)c1ccccc1N=Cc1c(O)c2ccccc2oc1=O,i,-6%,5%,-2%,36%,
CCOc1ccc(NS(=O)(=O)c2ccc(C(=O)NCc3ccncc3)cc2)cc1,0.5%,3%,1%,-4%,1%,
Cc1nc(SC(C)C(=O)c2c(N)n(C)c(=O)n(C)c2=O)c2c(C)c(C)sc2n1 (stereo not drawn),9.8%,-1%,?,-3%,6%,
CSc1c(C#N)c(N)nc2sc(C(=O)c3ccc(Cl)c(Cl)c3)c(N)c12,.,-12%,3%,.,6%,
O=C(OCC(=O)N1CCc2ccccc2C1)c1ccc(OC(F)F)cc1,i,.,69%,-10%,41%,
Cc1ccc(N2CC(C(=O)NCC3CCCO3)CC2=O)cc1Cl (stereo not drawn),12%,0%,-7%,3%,-1%,
N=C(N)SCc1ccccc1Cl,4.4%,-14%,-1%,-3%,-7%,
CNc1nc(C)cc(C)c1S(=O)(=O)c1ccc(C)cc1,3.7%,0%,10%,-9%,3%,
CC1CCN(c2ncnc3c2cnn3Cc2ccc(Cl)cc2)CC1,6.7%,6%,0%,-2%,43%,
O=C(NCCS(=O)(=O)N1CCN(c2ccccc2F)CC1)C1CC(=O)N(c2ccc(F)cc2)C1 (stereo not drawn),0.7%,1%,-3%,-3%,-3%,
Cc1ccc(C(=O)NN=CC(=O)c2ccccc2)c(C)c1,1.8%,.,-5%,3%,9%,
CC(=O)Nc1ccc2c(CSc3nncs3)cc(=O)oc2c1,0.6%,6%,-12%,-6%,1%,
CC(Sc1nncn1C)C(=O)Nc1ccc(S(N)(=O)=O)cc1 (stereo not drawn),1.4%,5%,-6%,-9%,-6%,
COc1ccc(-[n+]2c(C)cc(/C=C3\Sc4ccccc4N3C)cc2C)cc1,i,13%,?,-7%,?,
O=C(Nc1ccc(C(=O)O)cc1)/C(=C\C=C\c1ccccc1)NC(=O)c1ccccc1Br,9.4%,11%,-2%,7%,46%,
Cc1ccc(NC(=O)N[C@@H](CC(C)C)C(=O)O)c(C)c1,0.3%,-5%,1%,-8%,-7%,
Cc1cccn2c(NCC3CCCO3)c(C(C)C)nc12 (stereo not drawn),1.6%,-2%,-7%,-3%,-9%,
COc1cc(C2NC(=O)NC(C)=C2C(=O)OCC2CCCCC2)cc(Cl)c1O (stereo not drawn),5.6%,-3%,-5%,-5%,2%,
CC1(C)CC(=O)c2cc(OCC(=O)N3CCN(c4ccccc4F)CC3)ccc2O1,1.0%,-5%,-4%,5%,12%,
c1ccc2c(c1)ccc1ccccc12,0.6%,.,0%,-2%,1%,
Cc1ccc(NC(=S)NC2CCCC2)cc1,1.1%,-3%,-12%,-23%,?,
CC(C)C(OC(=O)c1ccco1)C(=O)NCc1ccccc1 (stereo not drawn),i,-8%,-5%,6%,-6%,
CCOC(=O)c1c(C)[nH]c(C)c1C(=O)CSc1nnc(N)s1,1.2%,6%,0%,2%,-1%,
O=C(NCCN1CCN(S(=O)(=O)c2ccc(F)cc2)CC1)C(=O)NCc1ccccc1,1.0%,1%,4%,-4%,11%,
Cc1cc(C)n2c(SCC(=O)Nc3ncc(C(F)(F)F)cc3Cl)nnc2n1,1.0%,-16%,-10%,4%,.,
COc1ccc(C(=O)CCc2ccccc2)c(O)c1,3.5%,-3%,3%,-24%,78%,
CCC/C(=N\O)c1c[nH]c2ccccc12,1.4%,21%,-1%,-8%,4%,
Cc1ccc(NC(=O)C2(c3ccccc3)CC2(Cl)Cl)cc1C (stereo not drawn),3.8%,9%,36%,0%,32%,
C=CC1=C2C=C(C3CC3)N(CCCN(CC)CC)C=C2C(=O)C(C)(OC(=O)c2ccco2)C1=O (stereo not drawn),i,0%,-3%,13%,20%,
NC(=NC1CCCCC1)c1ccc(Cl)cc1,0.3%,13%,-4%,-3%,38%,
CC[C@]12c3[nH]c4ccc(OC)cc4c3CCN1C(=O)C(CC(=O)NCCc1ccccn1)C[C@@H]2C(=O)N1CCN(C(=O)c2ccco2)CC1 (stereo partly drawn),0.4%,.,.,-7%,.,

# Retrieved by structure from the entries so far, four records:
SMILES,VEEV TC-83 Vero,Salmonella PhoP GFP,H37Rv inhibition,H1N1 NS1A inhibition,M. tuberculosis,others
CC1(C)CC(=O)c2cc(OCC(=O)N3CCN(c4ccccc4F)CC3)ccc2O1,1.0%,-5%,-4%,5%,12%,
CC(=O)Nc1ccc2c(CSc3nncs3)cc(=O)oc2c1,0.6%,6%,-12%,-6%,1%,
Cc1ccc(NC(=O)N[C@@H](CC(C)C)C(=O)O)c(C)c1,0.3%,-5%,1%,-8%,-7%,
CC(Sc1nncn1C)C(=O)Nc1ccc(S(N)(=O)=O)cc1 (stereo not drawn),1.4%,5%,-6%,-9%,-6%,

# (more compounds)
SMILES,VEEV TC-83 Vero,Salmonella PhoP GFP,H37Rv inhibition,H1N1 NS1A inhibition,M. tuberculosis,others
COC(=O)Cn1c(=NC(=O)c2ccc(Cl)s2)sc2cc(C)ccc21,0.9%,-5%,-3%,-4%,-21%,
COc1ccc(CN2CCNC(=O)C2CC(=O)N(C)Cc2nccn2C)cc1OC (stereo not drawn),0.8%,-8%,1%,-4%,-4%,
COc1cccc(C2=Nn3c(nnc3-c3ccccc3O)SC2)c1,1.7%,-3%,5%,-4%,17%,
COc1ccccc1Cn1nnc2c(=O)[nH]c(C3CCN(C(=O)c4ccccc4Cl)CC3)nc21,6.9%,-25%,-3%,7%,.,
COc1ccc(NC(=O)CC2SC(N3CCCCC3)=NC2=O)cc1OC (stereo not drawn),0.4%,.,-3%,0%,-20%,
CCN(CC)CCn1c(N)nc2ccccc21,0.4%,11%,2%,1%,-2%,
COc1ccc(CC(=O)O/N=C(\N)c2ccccn2)cc1OC,2.2%,-2%,-3%,14%,-3%,
COc1ccc(C(=O)Oc2cc(/C=N/NS(=O)(=O)c3ccc(C)cc3)ccc2OC)cc1,6.9%,16%,-1%,-3%,-5%,
Cc1ccc(Cl)cc1NC(=O)COC(=O)c1ccccc1O,i,6%,3%,2%,8%,
C=CCOc1ccc2nnc(C)n2n1,0.1%,-6%,2%,10%,4%,
CCCC(=O)Nc1nnc(-c2ccc(Cl)s2)o1,i,-8%,-3%,-5%,.,
O=c1c2ccccc2ncn1CCCSc1ccccc1,6.8%,5%,8%,5%,29%,
CCC(C)c1ccccc1NC(=O)c1[nH]c(C)c(C(C)=O)c1C (stereo not drawn),1.2%,10%,-3%,9%,-12%,
COc1ccc(-c2c3c(nc4sc(C(=O)Nc5cc(C)on5)c(N)c24)CCC3)cc1,3.1%,-15%,13%,1%,7%,
COc1ccccc1CNC(=O)C(C)NS(=O)(=O)c1ccc(C)cc1 (stereo not drawn),1.3%,-14%,-6%,1%,17%,
CC1CCc2c(C(=O)Nc3ccccn3)csc2C1 (stereo not drawn),2.8%,1%,7%,1%,74%,
COCCCn1c(SCC(=O)Nc2nnc(C)s2)nnc1-c1ccoc1C,0.3%,-5%,-2%,0%,1%,
CC(=O)Nc1ccc(SCC(=O)O)cc1,i,-10%,-3%,-4%,0%,
CCN(CC)c1nc(N)c(C#N)c(CC#N)c1C#N,6.8%,0%,-3%,-22%,11%,
CCN(Cc1cnn(C)c1)Cc1nc(Cc2ccccc2Cl)no1,0.4%,-15%,3%,-2%,-13%,
COc1ccccc1N1C(=O)CC(N(O)c2ccccc2)C1=O (stereo not drawn),0.2%,12%,7%,7%,19%,
O=C(CSc1nc2ccccc2o1)N/N=C/c1ccc(C(=O)O)cc1,0.6%,7%,-8%,0%,33%,
COc1ccc(-c2nc3ccccc3c(=O)n2N)cc1,0.5%,-13%,-20%,-4%,-9%,
Cc1cc(Nc2ccccc2Cl)n2nnnc2n1,0.7%,3%,-7%,7%,-18%,
Cc1oc(C(C)(C)C)cc1C(=O)Nc1ccc2c(c1)OCO2,i,-4%,-5%,.,20%,
O=C1OC(c2ccc(Cl)cc2)/C(=C(/O)c2ccccc2)C1=O (stereo not drawn),1.4%,18%,-7%,-19%,60%,
CCN(CC)S(=O)(=O)c1ccc(N2CCOCC2)c(NC(=O)c2cc(=O)[nH]c3ccccc23)c1,2.0%,4%,12%,-7%,3%,
COc1ccc(/C(O)=C2/C(=O)C(=O)N(c3ncccn3)C2c2ccc(OC)c(OC)c2)cc1 (stereo not drawn),1.0%,9%,1%,-1%,-15%,
Cc1ccc(CS(=O)(=O)c2cn(CC(=O)N3CCOCC3)c3ccccc23)cc1,3.4%,-4%,4%,-3%,-8%,
COc1ccc(S(=O)(=O)NC2CC(=O)N(c3ccccc3)C2)cc1C (stereo not drawn),0.3%,8%,-8%,-3%,4%,
COC(=O)c1n[nH]c2ccccc12,2.6%,-1%,4%,1%,5%,
Cc1[nH]c2ccccc2c1C(=O)C(=O)N1CCN(c2ccccc2Cl)CC1,3.9%,-26%,10%,3%,27%,
COc1cc(/C=C2\SC(=Nc3ccccc3)N(Cc3ccco3)C2=O)ccc1OC(C)C(=O)O (stereo not drawn),2.1%,2%,1%,25%,7%,
CC(=O)N1c2c(cc(Br)cc2S(=O)(=O)Nc2c(C)n(C)n(-c3ccccc3)c2=O)CC1C (stereo not drawn),7.1%,13%,-6%,-18%,-5%,
Cc1cc(OCC(=O)N(C)C2CCCCC2)ccc1Cl,0.6%,-2%,0%,2%,18%,
CCOc1ccc(OCCNC(=O)c2cc(C3CC3)nc3c2cnn3C(C)C)cc1,9.2%,.,.,-5%,.,
O=C(NCc1ccccc1)c1cc2ccc(O)cc2oc1=O,1.8%,-7%,-1%,-11%,61%,
CCN(Cc1cccs1)C(=O)c1cccc(S(=O)(=O)N2CCN(C)CC2)c1,0.1%,.,3%,-3%,-2%,
Cc1ccccc1C(=O)N1CCC(C(N)=O)CC1,1.5%,6%,-2%,3%,-5%,
Cc1ccccc1CN1CCc2cc([N+](=O)[O-])ccc21,i,-1%,10%,8%,59%,
CS(=O)(=O)c1ccc(-c2nnn(CC(=O)N3CCCCC3)n2)cc1,1.0%,-4%,9%,1%,-9%,
COc1ccc(CCNC(=O)CS(=O)Cc2nc(-c3ccccc3F)oc2C)cc1OC (stereo not drawn),2.7%,-1%,-11%,2%,7%,
CC(C)Oc1ccccc1/C=N/NC(=O)C1CC1,0.1%,3%,2%,.,13%,
CCN(CC)CCNC(=O)c1ccc(NC(=O)c2ccc(C(=O)c3ccccc3)cc2)cc1,8.5%,9%,9%,-1%,33%,
CC(C)CCNc1nc(N)c([N+](=O)[O-])c(NC2CCCCC2)n1,i,-3%,9%,-19%,-5%,
Cc1cc(C)c(S(=O)(=O)NCc2csc(C)n2)c(C)c1,i,-4%,17%,-1%,-14%,
O=C(NCc1ccccc1F)C(=O)NCC1CCCN1S(=O)(=O)c1cccs1 (stereo not drawn),i,-4%,1%,2%,29%,
Cc1ccc(C(C)C)c(OCCNC(=O)c2cncc(Br)c2)c1,2.1%,-4%,3%,-4%,-1%,VEEV TC-83 Vero 10K pilot screen=1.9

# By substructure, those above with a nitro group on carbon (2)
SMILES,VEEV TC-83 Vero,Salmonella PhoP GFP,H37Rv inhibition,H1N1 NS1A inhibition,M. tuberculosis,others
Cc1ccccc1CN1CCc2cc([N+](=O)[O-])ccc21,i,-1%,10%,8%,59%,
CC(C)CCNc1nc(N)c([N+](=O)[O-])c(NC2CCCCC2)n1,i,-3%,9%,-19%,-5%,

# Compound activity (PubChem)
